TDP2 inh: blocks human TDP2 phosphodiesterase activity; 0.34% of 370,000 active; O95551; inhibition, % at 12.8 µM; recombinant TDP2, T5PNP hydrolysis, p-nitrophenol absorbance 415 nm;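 active means inhibition above the mean of all tested compounds plus 3 SD, set per campaign, cut at about 25% in these data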;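 further: 0% = DMSO with enzyme and 100% = buffer with substrate but no TDP2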
Target sequence (O95551 whole entry, looked up): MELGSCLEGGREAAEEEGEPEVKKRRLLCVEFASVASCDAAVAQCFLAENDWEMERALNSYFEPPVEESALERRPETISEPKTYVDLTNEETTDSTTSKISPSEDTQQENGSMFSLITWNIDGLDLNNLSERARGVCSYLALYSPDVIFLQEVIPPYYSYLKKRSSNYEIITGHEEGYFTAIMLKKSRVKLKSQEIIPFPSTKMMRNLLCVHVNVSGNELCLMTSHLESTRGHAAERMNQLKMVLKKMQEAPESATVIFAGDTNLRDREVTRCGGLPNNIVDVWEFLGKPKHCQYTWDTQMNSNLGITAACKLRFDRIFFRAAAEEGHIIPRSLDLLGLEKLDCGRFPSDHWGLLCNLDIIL
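Test system: human TDP2 enzyme; Input: 120 nM TDP2 per well; Buffer or medium: Mg2+-containing Tris-HCl buffer, pH 7.5; Reagent: 5 mM T5PNP; Dosing: 12.8 µM single point, 1% DMSO; Incubation: reaction 2 h, 37 °C; Detection: p-Nitrophenol epi absorbance; Read-out: % inhibition relative to enzyme-containing and enzyme-free wells; Replicates: single well per compound.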
PRMT1 FP inh: PRMT1 (human) inhibition, primary screen. 1.3% of 370,000 active. inhibition, % at 2.79 µM. recombinant PRMT1, activity-based probe fluorescence polarization;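 active means inhibition above about 21% made by adding two undisclosed values, limit read from the data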
Target sequence (Q99873 whole entry, looked up): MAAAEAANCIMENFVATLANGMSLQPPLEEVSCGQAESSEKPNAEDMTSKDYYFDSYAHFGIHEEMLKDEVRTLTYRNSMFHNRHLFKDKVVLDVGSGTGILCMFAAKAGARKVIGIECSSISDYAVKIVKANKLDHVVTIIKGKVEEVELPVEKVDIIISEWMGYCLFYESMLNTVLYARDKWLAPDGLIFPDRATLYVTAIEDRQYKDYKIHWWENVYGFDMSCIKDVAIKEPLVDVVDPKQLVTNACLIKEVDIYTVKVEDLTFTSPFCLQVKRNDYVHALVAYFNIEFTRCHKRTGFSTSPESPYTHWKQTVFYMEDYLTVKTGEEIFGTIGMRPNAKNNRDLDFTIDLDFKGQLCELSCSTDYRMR
MBD2 inh: blocks human MBD2 binding to methylated DNA; Q9UBB5; TR-FRET, MBD2 binding to methylated oligonucleotide; inhibition, % at 4.4 µM; 0.31% of 370,000 active; AID 686964; in the data active means inhibition above about 13%
DDE Tn7 FP inh: inhibitors of Tn7 peptide binding to human fibrin DD(E); P02675; FP displacement of FITC-Tn7 peptide from fibrin DD(E); 0% = median of compound wells per plate; inhibition, % at 8.3 µM; 0.13% of 370,000 active; AID 720508;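 active means inhibition above the mean of compounds falling within the control limits plus 3 SD of them, cut at about 14% in these data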;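 further: 0% = plate median of compound wells and 100% = 10 µM Aha-Tn7 peptide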
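assay system = human clot-derived fibrin DD(E) complex | quantity = Fibrin-DD(E) at 2 µM final | timing = 10 min preincubation, 3 h with tracer, room temperature | signal = fluorescence polarization | measure = percent inhibition | benchmarks = high control wells with 10 µM unlabelled Aha-Tn7 peptide (full inhibition) | replicates = singlicate testing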
UHRF1 binding: human UHRF1 methylated DNA binding inhibitors. inhibition, % at 4.4 µM. 0.75% of 370,000 active. Q96T88. AID 687016. UHRF1 binding to methylated oligo, TR-FRET; in the data active means inhibition above about 21%;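 further: UHRF1 SRA domain binding a hemimethylated CpG hairpin DNA probe; 0% = median of test compound wells and 100% = reference inhibitor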
TCR CD3 inh: blocks the human TCR-CD3 interaction; TAMRA-labeled TCR probe fluorescence, biochemical; inhibition, % at 9.4 µM; 0.37% of 360,000 active; in the data active means inhibition above about 19%;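 further: recombinant mutant TCR 2C K166C tagged with TAMRA read by polarization; 0% = receptor in buffer alone and 100% = receptor with positive control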
LEDGF integ inh: blocks HIV-1 LEDGF/p75-dependent DNA integration; TR-FRET IN-LEDGF/p75 DNA integration, Eu/Cy5; inhibition, % at 3.7 µM; 0.64% of 370,000 active;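 active means inhibition above the screen-wide mean plus 3 SD, cut at about 13% in these data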;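 further: signal is the Cy5 over europium emission ratio at 671 and 618 nm; 0% = plate median of compound wells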
KLK7 zymogen act: activates the human kallikrein-7 zymogen; 0.9% of 370,000 active; activation, % at 7 µM; purified proKLK7, EDANS-DABCYL substrate fluorescence; 100% is mature enzyme control, 0% vehicle; P49862;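 active means activation above the mean of all tested compounds plus 3 SD, computed per campaign excluding outliers beyond control limits, cut at about 13% in these data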
Target sequence (P49862 whole entry, looked up): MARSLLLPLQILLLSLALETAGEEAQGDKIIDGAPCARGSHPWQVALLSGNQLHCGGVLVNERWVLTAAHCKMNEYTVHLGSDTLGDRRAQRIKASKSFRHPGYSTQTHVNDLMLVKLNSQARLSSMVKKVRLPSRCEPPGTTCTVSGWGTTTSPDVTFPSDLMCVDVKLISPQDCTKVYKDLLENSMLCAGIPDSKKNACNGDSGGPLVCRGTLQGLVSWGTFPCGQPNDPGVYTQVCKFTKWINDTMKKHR
Tn6 DDE FP: disrupts Tn6 cyclic peptide binding to fibrin D-Dimer-E complex; P02675; 0.21% of 370,000 active; Fibrin DD(E) TRITC-Tn6 fluorescence polarization displacement; inhibition, % at 8.3 µM;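 active means inhibition above a per-campaign cutoff: mean of compounds within control limits plus 3 SD, cut at about 15% in these data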;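 further: 0% = median of all compound wells on the plate and 100% = blocking peptide control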
SIAE primary: inhibitors of human sialic acid acetylesterase SIAE. 0.69% of 370,000 active. AID 1053197. inhibition, % at 9.66 µM. Q9HAT2. SIAE FP-Rh probe binding, fluorescence polarization;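 active means inhibition above a cutoff: mean of compounds within the control limits plus 3 SD of those, cut at about 17% in these data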;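 further: 0% = plate median of compound wells and 100% = probe without SIAE protein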
Numbers without * were called inactive; & = joins results of further samples.

SMILES | TDP2 inh | PRMT1 FP inh | MBD2 inh | DDE Tn7 FP inh | UHRF1 binding | TCR CD3 inh | LEDGF integ inh | KLK7 zymogen act | Tn6 DDE FP | SIAE primary
Cc1ccc(S(=O)(=O)/N=C2/NC(=O)/C(=C/c3cc([N+](=O)[O-])ccc3O)S2)cc1 | -10.6 | 13.8 | -4.9 | -6.0 | 5.2 | -11.6 | 9.8 | 0.5 | -5.4 | -31.8
CCCCC1(C(=O)OCC)NC(c2ccc(O)cc2)C2C(=O)N(c3ccccc3)C(=O)C21 (centres undefined) | -2.0 | -2.3 | -0.5 | 2.5 | -0.7 | -2.0 | 2.5 | 0.3 | -5.5 | 4.9
COc1ccc(CN2CN(C3CCCC3)CSC2=S)cc1 | 13.0 | 6.6 | -1.3 | -5.0 | -1.5 | 6.1 | -1.4 | -0.1 | -3.6 | 0.2
CCOC(=O)c1c(C)[nH]c(C)c1C(=O)COC(=O)c1cc(OC)cc(OC)c1 | 4.3 | -0.4 | 1.7 | 7.4 | -2.0 | 1.9 | -2.7 | 0.2 | 1.4 | -0.2
CC(C)(C)[C@H]1CCC(=O)N([C@H](CSc2ccccc2)Cc2ccccc2)CC1 | 0.5 | -3.0 | -6.2 | -8.9 | -0.9 | 9.2 | 1.1 | -0.3 | -0.3 | -1.4
O=C(Cn1c(=O)[nH]c2ccsc2c1=O)NC1CCCCCC1 | 8.8 | 1.6 | 0.4 | 2.6 | -1.5 | 0.1 | -0.7 | -0.4 | 4.9 | -0.1
CCOC(=O)[C@H]1[C@H]2COc3ccc(OC)cc3[C@@H]2N2C(=O)CN(Cc3ccc(F)cc3)C(=O)[C@@]12C | -11.7 | -1.5 | -1.5 | -0.8 | 1.2 | -7.0 | 2.5 | 0.6 | 0.4 | -3.4
CC1CC2C3CCC4=CC(=O)CCC4(C)C3CCC2(C)C1(O)C(=O)CO (centres undefined) | -9.8 | 3.9 | 3.1 | 3.9 | 1.3 | -8.8 | -3.5 | 0.5 | -2.6 | -2.3
COCc1cc(NCc2ccc(Cl)cc2)nc(C)n1 | -7.5 | -0.6 | -0.1 | 0.4 | 4.2 | -6.5 | 4.6 | 0.0 | -4.1 | 3.7
CN(CCC#N)C(=O)COC(=O)c1ccc2c(c1)C(=O)N(C1CCCCC1)C2=O | 6.8 | 3.3 | 4.2 | -2.6 | 0.7 | -0.2 | -4.3 | 0.9 | 7.6 | -10.2
Cc1ccc(C(=O)NCc2ccco2)cc1S(=O)(=O)Nc1cccc(Cl)c1 | -10.1 | 5.1 | 6.0 | -2.8 | 2.8 | -6.3 | -1.0 | -0.2 | -10.2 | -16.3
CCCCn1c(N)c(N(CCC(C)C)C(=O)COC(=O)Cc2ccc(Cl)cc2)c(=O)[nH]c1=O | 7.9 | -1.9 | 0.3 | 0.2 | -0.6 | -4.9 | 12.1 | 0.1 | -3.7 | 2.1
COc1ccccc1NC(=O)c1ccc(C(=O)c2ccccc2)o1 | 4.9 | -3.9 | 1.5 | -1.4 | -1.0 | 7.8 | 0.7 | 0.3 | -1.1 | 3.4
CCN(CC)C(=O)COc1ccc(/C=N/NC(=O)c2cc(-c3ccccc3OC)nc3ccccc23)cc1OC | -19.3 | -2.4 | -6.0 | -0.2 | 0.3 | -2.4 | 4.9 | -9.0 | -4.8 | -9.5
C=CCN=c1scc(-c2ccccc2)n1/N=C/c1ccccn1 | 4.4&6.7 | -5.4&2.6 | 0.2&2.0 | -6.5&-2.1 | 0.9&3.0 | 5.5&-9.5 | -3.8&-3.9 | -1.0&-0.6 | 1.6&-4.7 | 7.8&2.7
COC(=O)c1ccccc1-n1cccc1C(=O)NP(=O)(N1CCOCC1)N1CCOCC1 | -2.0 | 4.3 | 0.7 | 2.8 | -0.7 | -7.3 | 1.1 | 0.1 | -2.9 | -3.7
O=C(Nc1ccc2c(c1)nc1n2CCCCC1)c1cc(S(=O)(=O)N2CCOCC2)ccc1Cl | 2.9 | -2.5 | 0.3 | 1.3 | -1.9 | 1.3 | -0.2 | 0.9 | 3.8 | -5.0
COc1ccc(N2CCN(C(=O)c3cc(C4CC4)nn3-c3ccccc3)CC2)cc1 | -12.4 | -5.9 | -0.8 | -6.5 | 1.8 | -2.8 | 1.8 | -0.1 | 4.5 | 5.5
CCCCn1c(SCC(=O)c2ccc3c(c2)OCCO3)nnc1-c1ccoc1C | -0.5 | 3.2 | 2.8 | -2.4 | 0.2 | -1.6 | 1.2 | -0.2 | -3.5 | 0.9
CC(C)(C)NC(=O)C(c1ccncc1)N(C(=O)CNC(=O)c1ccco1)c1ccc2c(c1)OCO2 (centres undefined) | -6.4 | -1.2 | -1.2 | 3.4 | 5.5 | 1.6 | -3.7 | 0.1 | -3.7 | 14.7

Ordered by value in PRMT1 FP inh (high to low): some entries from above.
structure,PRMT1 FP inh
CN(CCC#N)C(=O)COC(=O)c1ccc2c(c1)C(=O)N(C1CCCCC1)C2=O,3.3
CC(C)(C)NC(=O)C(c1ccncc1)N(C(=O)CNC(=O)c1ccco1)c1ccc2c(c1)OCO2 (centres undefined),-1.2
CCCCC1(C(=O)OCC)NC(c2ccc(O)cc2)C2C(=O)N(c3ccccc3)C(=O)C21 (centres undefined),-2.3
COc1ccc(N2CCN(C(=O)c3cc(C4CC4)nn3-c3ccccc3)CC2)cc1,-5.9

(next part)
SMILES | TDP2 inh | PRMT1 FP inh | MBD2 inh | DDE Tn7 FP inh | UHRF1 binding | TCR CD3 inh | LEDGF integ inh | KLK7 zymogen act | Tn6 DDE FP | SIAE primary
O=c1oc2ccccc2c2c1nc(C(F)(F)F)n2-c1ccccc1 | -8.8 | -3.9 | -5.7 | 4.8 | -4.5 | 0.7 | -0.9 | -0.6 | 2.8 | -3.7
COCCNC(=O)Cn1c(=O)n(Cc2ccc(C(=O)NCCc3ccc(OC)c(OC)c3)cc2)c(=O)c2ccccc21 | 7.7 | 0.8 | -0.1 | 2.9 | -1.0 | -1.2 | -3.8 | -0.5 | 16.9* | 4.6
O=C(NCc1ccco1)c1c(F)c(F)c(F)c(C(=O)NCc2ccco2)c1F | -4.1 | -0.3 | 3.0 | -6.8 | 9.5 | 8.8 | 13.0 | -0.6 | -4.6 | -13.3
CC1CC(C)CN(S(=O)(=O)c2cc(C(=O)O)c(Cl)s2)C1 (centres undefined) | -4.1 | 2.8 | 6.2 | 1.1 | 3.3 | -2.1 | -4.1 | -0.4 | -0.2 | 3.7
Cc1nn(-c2cccc(C(F)(F)F)c2)c(Cl)c1/C=N/n1cnnc1 | 14.2 | -4.7 | -3.1 | 7.3 | -1.7 | -2.6 | 0.3 | -0.3 | 3.3 | 1.9
Cc1ccccc1-c1ccc(Nc2ccc(C(=O)N3CCOCC3)cc2)nn1 | 9.1 | -2.0 | -6.5 | 6.7 | -2.5 | -8.2 | 0.9 | 0.4 | -2.2 | 4.3
CCOc1ccc(NC(=O)Cn2nnc(C(=O)NCc3ccco3)c2N)cc1 | 14.4 | 0.9 | 0.2 | 6.0 | -1.7 | 5.6 | -1.1 | -0.2 | 1.6 | 9.1
CC1(C(=O)Nc2cccc(C#N)c2)CCN1C(=O)c1ccccc1CCc1ccccc1 (centres undefined) | 1.1 | -0.1 | -1.2 | 5.5 | 1.6 | 1.1 | -1.3 | 0.0 | 7.7 | -11.3
CCOC(=O)C1(CCCc2ccccc2)CCN(C(=O)COC)CC1 | 2.0 | 2.5 | -5.6 | 9.7 | 0.5 | -0.6 | -3.6 | -0.1 | -0.5 | 3.2
CSc1ccc(CN(C)CC(=O)NCc2ccccc2)cc1 | 0.1 | -0.2 | 1.5 | 9.1 | -4.6 | 5.6 | -0.3 | 0.2 | 0.9 | -2.6
CCOC(=O)C1CCN(c2ccc(-c3cccs3)nn2)CC1 | -0.2 | -0.4 | -0.1 | -4.0 | 1.8 | 6.7 | -2.8 | 0.0 | 3.3 | 3.0
COc1ccc(NC(=O)c2coc3ccccc23)cc1OC | -6.3 | 0.9 | 4.7 | 5.1 | 1.6 | -6.3 | -1.8 | 0.5 | 2.2 | -2.1
COc1ccccc1Nc1ccc(C(=O)NC2CCCCC2)cn1 | -9.6 | -3.3 | -1.6 | -1.0 | 26.9* | 4.5 | -2.2 | 0.5 | 5.8 | 4.5
Cc1ccc(NC(=O)CC2COc3ccccc3O2)cc1 (centres undefined) | -1.5 | 1.0 | -0.8 | 1.5 | 0.4 | 7.0 | 1.9 | 1.0 | 4.0 | -1.1
CCOc1cc(C(=S)N2CCCCC2)ccc1OS(=O)(=O)c1ccc(Cl)cc1 | -2.9 | -0.7 | -0.6 | -5.5 | 2.2 | -2.3 | 0.5 | 0.3 | 0.6 | -0.6
O=C(COC(=O)c1ccc(=O)[nH]c1)Nc1cccc(S(=O)(=O)N2CCOCC2)c1 | 18.9 | -5.4 | 1.0 | 5.6 | -0.5 | 3.9 | -5.4 | 0.0 | 3.1 | 3.3
CCCCNC(=O)C1(C)CCC(=O)N1CC(F)(F)F (centres undefined) | -5.2 | -1.0 | 2.1 | 3.6 | 0.1 | -1.7 | -0.2 | 0.3 | 0.4 | -0.3
CCCc1nc(S(=O)(=O)Cc2ccc(Cl)cc2Cl)n[nH]1 | 8.8 | -3.3 | 1.6 | 1.6 | 2.5 | 4.4 | -2.4 | -0.2 | 5.5 | 7.1
Cc1ccc(N/C=C(\C#N)S(=O)(=O)c2ccccc2)cc1 | -4.7 | -2.7 | 0.1 | -7.3 | 1.1 | 3.9 | 0.9 | -0.7 | 3.6 | -2.1
O=C(CN1CCCC1)Nc1sc2c(c1C(=O)Nc1ccc(Br)cc1)CCC2 | -5.5 | 3.2 | 2.5 | 2.3 | 0.4 | 1.4 | -3.4 | 0.2 | 0.5 | -4.1
Cc1ccc(CCc2nnc(SCC(=O)Nc3ccccc3Cl)n2-c2ccccc2)o1 | 2.5 | -1.4 | 0.7 | 3.5 | 3.1 | 5.1 | -3.1 | -0.2 | -1.3 | 3.4
OC(CNCc1ccccc1F)COc1cccc2ccccc12 (centres undefined) | 5.6 | -2.9 | 1.9 | -2.9 | -0.2 | -0.8 | 0.3 | -0.2 | -5.1 | -2.2
O=C(CCC(=O)Nc1ccccc1)N/N=C/c1ccc2c(c1)OCO2 | -1.0 | -7.2 | 1.4 | -1.1 | -2.7 | 5.1 | 2.9 | 0.0 | -1.1 | -4.8
Cc1c(NC(=O)CCCCCN2C(=O)C3C4C=CC(C4)C3C2=O)c(=O)n(-c2ccccc2)n1C (centres undefined) | -3.0 | 2.0 | 3.2 | -6.2 | 2.1 | 1.6 | -0.8 | -0.6 | -1.4 | 0.1
COc1ccc(-c2noc(N3CCC(C(=O)Nc4ccc(F)cc4)CC3)n2)cc1 | -4.1 | -2.8 | -5.4 | 8.9 | 3.8 | -3.8 | 5.7 | -0.1 | 4.9 | 1.9

Screens (PubChem BioAssay)
